Screening results as filed in PubChem.
TDP1 cell CPT – growth inhibition of DT40 Tdp1-/-;hTDP1 cells with camptothecin (screen for TDP1 inhibitors). chicken DT40 Tdp1-/-;hTDP1 cells + 20 nM CPT, ATP luminescence, 48 h. Potency, µM (top dose mostly 46.2 µM), for the others: at the top dose activity change, negative = growth inhibition, usual class: inhibitors. hit rate 12% among 420,000; also: nearly all actives have a fitted effect of over 55% in size
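Chicken DT40 Tdp1-/- cells stably complemented with human TDP1 were seeded at 400 cells/well in medium containing 20 nM camptothecin, exposed to pin-transferred compounds, and grown at 37 °C for at least 48 hr. Viability was read as ATP luminescence.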
GCN5L2 inh – inhibitors of human GCN5L2 histone acetyltransferase; hit rate 0.21% among 390,000; GCN5L2 HAT assay, ThioGlo1 CoA-SH fluorescence; Q92830; Potency, µM (series often up to 58.9 µM), for the others: at the top dose activity change, negative = inhibition, hits mostly inhibitors; AID 504327
Target sequence (Q92830 whole entry, looked up): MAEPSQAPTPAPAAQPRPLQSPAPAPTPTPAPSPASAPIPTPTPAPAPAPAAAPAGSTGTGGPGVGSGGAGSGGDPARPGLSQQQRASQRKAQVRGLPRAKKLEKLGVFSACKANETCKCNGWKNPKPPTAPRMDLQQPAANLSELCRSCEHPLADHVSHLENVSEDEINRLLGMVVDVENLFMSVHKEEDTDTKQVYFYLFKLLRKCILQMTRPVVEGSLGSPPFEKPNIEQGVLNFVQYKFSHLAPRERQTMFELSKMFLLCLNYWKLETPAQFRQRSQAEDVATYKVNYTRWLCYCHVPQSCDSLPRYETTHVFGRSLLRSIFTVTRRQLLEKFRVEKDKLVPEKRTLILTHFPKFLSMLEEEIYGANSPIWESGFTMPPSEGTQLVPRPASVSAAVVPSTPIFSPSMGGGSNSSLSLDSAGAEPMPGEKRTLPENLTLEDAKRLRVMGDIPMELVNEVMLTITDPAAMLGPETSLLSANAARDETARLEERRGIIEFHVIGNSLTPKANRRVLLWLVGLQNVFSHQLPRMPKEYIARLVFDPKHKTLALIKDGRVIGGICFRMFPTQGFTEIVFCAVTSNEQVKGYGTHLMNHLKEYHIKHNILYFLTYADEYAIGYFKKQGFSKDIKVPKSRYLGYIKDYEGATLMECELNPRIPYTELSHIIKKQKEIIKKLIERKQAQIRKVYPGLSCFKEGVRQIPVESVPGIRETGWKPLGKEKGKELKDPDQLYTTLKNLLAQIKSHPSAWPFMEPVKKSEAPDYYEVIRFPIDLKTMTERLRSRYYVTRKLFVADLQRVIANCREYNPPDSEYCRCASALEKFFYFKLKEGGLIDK
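Titration-based screen in which CoA formation is detected via maleimide probe ThioGlo1 (50uM) turning fluorescent on thiol reaction; substrates H3(1-25) 75uM and acetyl-CoA 70uM, GCN5L2 20nM, 20 min incubation at room temperature.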
DT40 TDP1 no CPT – qHTS for Inhibitors of human tyrosyl-DNA phosphodiesterase 1 (TDP1): qHTS in cells in absence of CPT; DT40 Tdp1-/- hTDP1 cells, no CPT, ATP luminescence, 48 h; Potency, µM (series often up to 46.2 µM), without a hit: at the highest dose activity change, negative = growth inhibition, most hits filed as inhibitors; hit rate 15% among 420,000; also: nearly all actives have a fitted effect of over 55% in size
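Stably hTDP1-transfected Tdp1-null chicken DT40 cells were treated with library compounds minus camptothecin and grown for at least 48 hr at 37 °C, after which cellular ATP was quantified by luminescence.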
Starred values were filed as active, the others as inactive; ? = inconclusive; . = not tested or not shown; & = joins results of further samples; [ ] = another dose, or the depositor's remark. Calls follow the shape of the dose curve; as a rule, active = well fitted curve in the direction sought with a large enough effect; inconclusive = small, poorly fitted or top-dose-only effect, or another doubt; inactive = no such curve, though single readings can be large; an effect the other way counts as inactive or inconclusive. % is scaled to controls: 0 for no effect and ±100 for the full control effect; potency is read from the fitted curve at half-maximal effect.

SMILES	TDP1 cell CPT	GCN5L2 inh	DT40 TDP1 no CPT
O=C(Nc1cccc(F)c1)N1CCC2(CC1)CCN(C(=O)Oc1ccccc1)CC2	?	-2%	23µM*
Cn1c(O)c(C=Nc2ccccc2)c(=O)n(C)c1=O	-6%	-23%	-6%
CO[C@@H]1C=CC23c4cc5c(cc4CO[C@]2(O)CN(C)[C@H]3C1)OCO5 (stereo not given in full)	?	-6%	-9%
CN1CCN(C(=O)COc2ccc(S(=O)(=O)NCc3ccccc3)cc2Cl)CC1	-13%	-30%	3%
O=C(CN1C(=O)CN=C(c2ccccc2)c2ccccc21)NCc1ccco1	-11%	1%	-8%
CN1C(=O)C(C2c3ccccc3C(=O)N2Cc2ccccc2)C(=O)N(C)C1=O (stereo not given)	4%	1%	10%
Cc1ccc2c(c1)CC1(CN2C)C(=O)NC(=O)N(c2ccc(C)c(C)c2)C1=O (stereo not given)	-6%	2%	-5%
CC(=O)C1CCC2C3CCC4CC(O)CCC4(C)C3CCC12C#N (stereo not given)	?	.	?
CCNC(=O)[C@@H]1O[C@@H](n2cnc3c(N)ncnc32)[C@H](O)[C@H]1O	?	-17%[0.501 µM]	?
Nc1cc(N2CCNCC2)ccc1[N+](=O)[O-]	0%	-2%	12%
OCC1CCCN2CCCCC12 (stereo not given)	6%	15%&-5%	-6%
CCCCn1c(O)c(C(C)=NCCCN(CC)CC)c(=O)[nH]c1=O	-26%	-3%	-12%
COC(=O)CC1(CC(=O)OC)C(=O)N(c2ccccc2)C(=O)N(c2ccccc2)C1=O	13%	1%	-26%
O=C(CSc1nc2ccccc2[nH]1)NC1CCCc2ccccc21 (stereo not given)	?	39%[activator]	?
O=C(O)c1cccc2c1NC(c1cccc([N+](=O)[O-])c1)C1CC(Sc3ccccc3[N+](=O)[O-])C(Cl)C21 (stereo not given)	?	-4%	?
CCCCCn1c(=O)c(C(=O)Nc2ccccc2S(N)(=O)=O)c(O)c2ccccc21	6.5µM*	0%	4.6µM*
FC(F)(F)c1ccc(CNCCc2ccc3c(c2)OCO3)cc1	-5%	2%	-10%
O=c1[nH]c2ccccc2n1C1CCN(Cc2ccc(-c3nc4ccccc4nc3-c3ccccc3)cc2)CC1	12µM*	.	15µM*
Cc1ccc(-c2cc(C(F)F)n3ncc(C(=O)N4CCC5(CC4)OCCO5)c3n2)cc1	?	-5%	?
NC(Cc1ccccc1)c1nc2ccccc2[nH]1 (stereo not given)	-2%	-13%	-18%
CCC12C=CCN3CCC4(c5cc(Br)c(OC)cc5N(C)C4C(O)(C(=O)OC)C1OC(C)=O)C32 (stereo not given)	?	?	?
O=C(CCc1nnc2ccc(NCc3ccc(F)cc3)nn12)N1CCC2(CC1)OCCO2	-8%	0%	24%
c1ccc(SSc2ccccc2)cc1	12µM*	-2%	12µM*
O=C(NCC1=C(c2ccc3ccccc3c2)C[C@@H]2CC[C@H]1N2Cc1ccco1)c1cccs1	?	.	23µM*
O=C(Nc1cccc2ccccc12)c1nn(C23CC4CC(CC(C4)C2)C3)cc1Br	23µM*	-5%	16µM*

Molecules from the list above that contain bromine (2):
SMILES	TDP1 cell CPT	GCN5L2 inh	DT40 TDP1 no CPT
CCC12C=CCN3CCC4(c5cc(Br)c(OC)cc5N(C)C4C(O)(C(=O)OC)C1OC(C)=O)C32 (stereo not given)	?	?	?
O=C(Nc1cccc2ccccc12)c1nn(C23CC4CC(CC(C4)C2)C3)cc1Br	23µM*	-5%	16µM*

Next section:
SMILES	TDP1 cell CPT	GCN5L2 inh	DT40 TDP1 no CPT
Cc1ccc(S(=O)(=O)N(CC(=O)NCCSc2ccc(Cl)cc2)c2ccccc2C)cc1	21µM*	-10%	23µM*
COc1ccc(Nc2nc3ccc(C)cc3cc2C#N)c(OC)c1	-6%	14%	?
Cc1ccccc1N1C(=O)NC(=O)/C(=C\c2ccc3c(c2)CCCN3Cc2ccccc2)C1=O	-27%	?	?
Nc1ccc2nonc2c1[N+](=O)[O-]	-9%	-6%	-22%
CCn1c(O)c(C=Nc2cc(Cl)ccc2Cl)c(=O)n(CC)c1=O	22%	-4%	-11%
CN1CCN(c2ccc(NC(=O)C(C)(C)C)cc2)CC1	-3%	1%	-1%
Cc1ccc(Cn2c(SCc3ccc(C(=O)NC4CCCC4)cc3)nc3ccncc32)cc1	?	0%	16µM*
COP(=O)(OC)C(NC(=O)C(C)(C)C)=C(Cl)Cl	-2%	-2%	-9%
COc1cc2c(cc1OC)[C@@H]1C(=O)c3ccc(OC)c(CC=C(C)C)c3OC1CO2 (stereo not given in full)	2.9µM*	?	1.6µM*
COc1ccc(-n2nnnc2C(c2ccccc2OC(F)(F)F)N2CCC(n3c(=O)[nH]c4ccccc43)CC2)cc1 (stereo not given)	21µM*	.	18µM*
COc1cccc(C(=O)CCN[C@@H](C)[C@H](O)c2ccccc2)c1	13µM*	.	24µM*
CC1(C)Cc2c(sc3c2C(=O)NC(c2cccnc2)N3)CO1 (stereo not given)	?	-2%	-21%
O=C(/C=C/c1ccc2c(c1)OCO2)c1c(O)n(CCc2ccccc2)c(=O)[nH]c1=O	?	-12%	?
CCOc1cc2c(cc1OCC)-n1cccc1C(c1ccc(OC)c(O)c1)NC2 (stereo not given)	?	-19%	18µM*
COc1ccc(OCC(=O)N2CCN(CC3CC4C=CC3C4)CC2)cc1 (stereo not given)	-9%	2%	-24%
O=c1[nH]c(=O)n(C2CCCCCC2)c(O)c1C=NC1CCN(Cc2ccccc2)CC1	-29%	-3%	?
COc1ccc2nc(NC(=O)CCc3nc(C4=CCN(C)CC4)no3)sc2c1	-24%	-4%	-26%
C[C@]12CCC3C(CC[C@H]4C[C@@H](O)CC[C@]34C)C1C[C@@H](O)[C@H]2O (stereo not given in full)	11%	-1%	?
Cc1cc(N2CCCC2)ccc1C=C(C#N)C#N	-12%	-8%	-17%
CC(=NCC1CCCO1)c1c(O)n(-c2ccc(C)cc2)c(=O)[nH]c1=O (stereo not given)	-4%	2%	-8%
CCC(=Nc1cc(OC)ccc1OC)c1c(O)[nH]c(=O)[nH]c1=O	-27%	?	-24%
CCCCOc1ccc(CCN)cc1Cl	2.3µM*	4%	2.1µM*
C=CCn1c(O)c(C(C)=NCc2cccnc2)c(=O)[nH]c1=O	-1%	0%	0%
Cc1cc(OCC(=O)N2CCC(C(=O)O)(c3ccccc3)CC2)c2c(C)c(C)c(=O)oc2c1	-1%	?	-1%
CC(C)OC(=O)Nc1ccc(N=C(N)N[N+](=O)[O-])cc1	-4%	-6%	-4%

Two entries drawn at random from those above, as already listed:
SMILES	TDP1 cell CPT	GCN5L2 inh	DT40 TDP1 no CPT
Cc1ccc2c(c1)CC1(CN2C)C(=O)NC(=O)N(c2ccc(C)c(C)c2)C1=O (stereo not given)	-6%	2%	-5%
COc1ccc2nc(NC(=O)CCc3nc(C4=CCN(C)CC4)no3)sc2c1	-24%	-4%	-26%

Part of the list above, reduced to DT40 TDP1 no CPT.
SMILES	DT40 TDP1 no CPT
COc1ccc(-n2nnnc2C(c2ccccc2OC(F)(F)F)N2CCC(n3c(=O)[nH]c4ccccc43)CC2)cc1 (stereo not given)	18µM*
Cc1cc(N2CCCC2)ccc1C=C(C#N)C#N	-17%

The list goes on.
SMILES	TDP1 cell CPT	GCN5L2 inh	DT40 TDP1 no CPT
O=P(NC1CCCCC1)(Oc1ccccc1)Oc1ccccc1	-12%	.	?
COc1cccc(/C=C/c2nc3ccccc3c(=O)n2-c2ccc(Cl)cc2)c1OC	15µM*	3%	?
Cc1ccc(NC(=O)c2ccc(C)c(S(=O)(=O)N3CCCCC3)c2)nc1	-22%	-18%	?
Brc1ccccc1Cn1c(-c2cncs2)nc2ccccc21	?	-15%	16µM*
C=CCN1CC[C@@]23c4c5ccc(O)c4O[C@H]2/C(=N\N=C2/CC[C@@]4(O)[C@H]6Cc7ccc(O)c8c7[C@@]4(CCN6CC=C)[C@@H]2O8)CC[C@]3(O)[C@@H]1C5	?	-6%	30µM*
Cc1nc2ccccc2c(=O)n1-c1cccc(C(F)(F)F)c1	3%	3%	-3%
CCC(=Nc1ccc(OC)cc1OC)c1c(O)[nH]c(=O)[nH]c1=O	-21%	-4%	-16%
COc1cccc(Nc2nc(C(N)Cc3ccc(F)cc3)cs2)n1 (stereo not given)	18µM*	.	8.2µM*
Cc1cccc(C)c1NC(=O)c1cccn(Cc2ccc3c(c2)OC(F)(F)O3)c1=O	?	-14%	?
Cc1cccc(-n2c(/C=C/c3c[nH]c4ccccc34)nc3ccccc3c2=O)c1	2.6µM*	-10%	2.6µM*
O=C(c1ccccc1)c1cn(CC(=O)N2CCCC2)c2ccccc12	6%	-3%	-1%
O=C1CC(c2ccc(C(F)(F)F)cc2)c2c(c3ccccc3oc2=O)O1 (stereo not given)	19%	1%	-2%
COC(=O)C1=C(N)Oc2c(c(=O)oc3ccccc23)C1c1cccnc1 (stereo not given)	-11%	2%	-15%
Cc1ccc(N2C(=O)NC(=O)/C(=C/c3ccc(OC(=O)c4cccs4)cc3)C2=O)cc1	-1%	-18%	-1%
COC(=O)C1=C(c2cccc(OCc3ccccc3)c2)C[C@@H]2CC[C@H]1N2C(=O)NCc1ccc(C(C)(C)C)cc1	?	-15%	21µM*
CCCCCCN=C(C)c1c(O)n(CCCC)c(=O)[nH]c1=O	?	-1%	?
COC(=O)c1ccc(N2C(=O)CC(N3CCC(O)(c4ccc(Br)cc4)CC3)C2=O)cc1 (stereo not given)	?	4%	-16%
CCC(=NCCCN(CC)CC)c1c(O)n(C2CCCCC2)c(=O)[nH]c1=O	-17%	3%	-14%
CN1CCN(Cc2nc3ccccc3c(=O)[nH]2)CC1	-28%	-2%	-7%
CC12CC(c3ccccc3O1)C(C(=O)OCc1ccccc1)C(=O)N2 (stereo not given)	-8%	0%	-26%
CC(C)CCn1c(=O)c(C(=O)NCc2ccc3c(c2)OCO3)c(O)c2ccccc21	?	-3%	?
O=C1NC(=O)C(=Cc2ccc(-c3cc(Cl)ccc3[N+](=O)[O-])o2)C(=O)N1	16µM*	-13%	?
CCOC(=O)c1cc(CC)sc1/N=C/C1C(=O)NC(=S)NC1=O	-1%	-6%	2%
O=C(Nc1cccc(Cl)c1)c1c(O)c2c(n(Cc3ccco3)c1=O)CCCC2	?	-2%	?
CC1=Nc2ccccc2/C1=C/c1c(O)[nH]c(=O)[nH]c1=O	-19%	-1%	7%
(list continues)
SMILES	TDP1 cell CPT	GCN5L2 inh	DT40 TDP1 no CPT
Cc1ccccc1C(=O)N1Cc2cnnn2-c2ccccc2C1C#N (stereo not given)	-9%	.	-20%
O=P(OC1=CCCCC1)(c1ccccc1)c1ccccc1	?	.	?
CC[N+](C)(CC)CCC[n+]1c(-c2ccccc2)c2cc(N)ccc2c2ccc(N)cc21	2.6µM*	?	2.6µM*
CCOC(=O)c1c(C)[nH]c(C(=O)C(C)N2CCCC2)c1C (stereo not given)	3%	-8%	-36%
COc1ccc(CNCCc2ccc(Cl)cc2Cl)cc1	-1%	-13%	-21%
Cc1ccc(CN2CCN(CC(=O)N3CCC4(CC3)OCCO4)C2=O)cc1	0%	-4%[0.501 µM]	-4%
CC(=O)Nc1ccc(C(c2c(O)c3ccccc3oc2=O)c2c(C)n(C)n(-c3ccccc3)c2=O)cc1 (stereo not given)	5%	-2%	14%
Cc1ccc(S(=O)(=O)N(C)c2ccc(C(=O)NCC3(N(C)C)CCCCC3)cc2)cc1	-16%	-24%	-12%
CCCCP(=O)(O)CCC(=O)O	2%	-12%	-7%
COc1cccc(CNC(=O)CCC(=O)N2C[C@H]3C[C@H](C2)c2cccc(=O)n2C3)c1OC	5%	11%	6%
COC(=O)C1=C(c2cccc(OCc3ccccc3)c2)C[C@@H]2CC[C@H]1N2C(=O)NNCc1ccccc1	21µM*	-11%	10µM*
C[C@]12N[C@@H](Cc3ccccc31)c1ccccc12	-1%&1%	-3%	-14%&-15%
C[C@@H]1CN([C@H](C)CO)C(=O)CCCn2cc(nn2)CO[C@H]1CN(C)C(=O)Oc1ccc2ccccc2c1	-26%	.	-3%
CC(=O)N1N=C2C3CCN(CC3)C2C1c1cccc2ccccc12 (stereo not given)	-1%	-6%	-8%
CCc1nc2ccc(C(=O)N3CCN(C(=O)c4ccco4)CC3)cn2c1N(C)Cc1ccc(OC)cc1	?	.	?
CCOc1ccc(NC(=O)CCNC(=O)N2C[C@H]3C[C@@H](C2)c2cccc(=O)n2C3)cc1	5%	?	3%
N=c1sc2c(n1Cc1ccccc1)CCCC2	?	0%	?

Among those listed so far, 3 have a tert-butyl group:
SMILES	TDP1 cell CPT	GCN5L2 inh	DT40 TDP1 no CPT
CN1CCN(c2ccc(NC(=O)C(C)(C)C)cc2)CC1	-3%	1%	-1%
COP(=O)(OC)C(NC(=O)C(C)(C)C)=C(Cl)Cl	-2%	-2%	-9%
COC(=O)C1=C(c2cccc(OCc3ccccc3)c2)C[C@@H]2CC[C@H]1N2C(=O)NCc1ccc(C(C)(C)C)cc1	?	-15%	21µM*

The list is partial; rates above refer to the full screens.
